MRP1 act = activators of MRP-1 | viability increase, % at 10 µM | AID 799 | 140,000 tested, 0.61% active | H69AR cells + doxorubicin, viability rescue, CellTiter-Glo;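 active = viability gain under doxorubicin at or above a set limit, the compound median plus 3 SD, cut at about 4.7% in these data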;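 note: MRP-1 overexpressing cells given doxorubicin 25 µM after compound pretreatment; 18-22 h compound pretreatment then 72 h with doxorubicin before readout; 0% = doxorubicin-only wells and 100% = vehicle-treated cells without doxorubicin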
NPY Y2 blocker = NPY-Y2 (human) receptor antagonism | P49146 | NPY-Y2 expressing cells, antagonist mode | inhibition, % at 2.7 µM | 140,000 tested, 0.99% active; in the data active = inhibition above about 17%;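 note: 0% = vehicle with agonist challenge and 100% = reference antagonist with challenge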
Target sequence (P49146 whole entry, looked up): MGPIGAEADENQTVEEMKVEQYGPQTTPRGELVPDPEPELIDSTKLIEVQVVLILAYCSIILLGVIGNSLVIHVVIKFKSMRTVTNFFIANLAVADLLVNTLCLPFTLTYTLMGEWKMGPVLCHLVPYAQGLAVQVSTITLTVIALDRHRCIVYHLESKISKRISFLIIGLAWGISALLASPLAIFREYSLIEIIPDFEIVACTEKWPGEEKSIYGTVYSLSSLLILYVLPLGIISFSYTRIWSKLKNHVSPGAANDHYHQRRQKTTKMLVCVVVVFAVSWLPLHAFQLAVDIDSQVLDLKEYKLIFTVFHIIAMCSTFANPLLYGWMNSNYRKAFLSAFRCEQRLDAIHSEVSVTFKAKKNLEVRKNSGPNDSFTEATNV
bCat KO growth = beta-catenin-lacking colon tumor cell growth suppression; HCT116 beta-catenin knockout viability, CellTiter-Glo, 60 h; stronger effect = lower value; viability, % at 10 µM; 140,000 tested, 1.5% active; AID 818;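 active = viability at or under a set limit, the compound median less 4 SD, cut at about 6% in these data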;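 note: 0% = Hyamine 1622 control at 20 µM and 100% = untreated cell control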
Phagocyt inh = macrophage phagocytosis inhibition. 110,000 tested, 0.07% active. AID 1029. inhibition, % at 5 µM. J774A.1 macrophage IgG-bead phagocytosis, imaging;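 active = inhibition above the mean of the plate negative controls plus 5 SD, cut at about 13% in these data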;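 note: phagocytic index as fraction of beads internalized from green versus red external bead signal; plate controls were DMSO negative control for no effect and cytochalasin-D positive control for full effect; some results beyond the cut were filed as inactive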
BB579 growth dn = chemicals that inhibit yeast BB579 growth in restrictive medium (lifespan-shortening candidates); S. cerevisiae BB579 growth, OD615, 48 h; inhibition, % at 10 µM; 140,000 tested, 0.51% active;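 active = inhibition above a set limit, 3 SD over the mean compound inhibition, cut at about 44% in these data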; note: inactives centre near -24
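Detection: OD615 turbidity measurement; Material: Saccharomyces cerevisiae DeaD strain BB579, replicative lifespan model yeast; Timing: 48 h exposure, 30 °C; Doses: single 10 µM dose; Medium: CSMM-D restrictive synthetic medium containing dextrose (glucose); Controls: amphotericin B at 10 µg/mL as positive control.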
Yeast lifespan up = yeast lifespan extension. S. cerevisiae growth with nicotinamide, OD615; deaD strain in restrictive glucose medium. inhibition of the nicotinamide effect, % at 10 µM. 130,000 tested, 0.68% active. AID 775;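 active = inhibition above a set limit, placed 3 SD over the median of all compounds, cut at about 26% in these data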;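 note: 0% = nicotinamide-treated wells and 100% = cells grown without nicotinamide; some compounds called inactive have numbers as strong as hits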
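Assay system: DeaD-strain S. cerevisiae. Medium: CSMM-D glucose medium, restrictive. Reagent: nicotinamide, 1.5 mM, co-present with compound. Compound: 10 µM single point, 0.25% DMSO. Schedule: culture preincubation 4 h, compound exposure 48 h, both 30 °C. Detection: absorbance at 615 nm.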
Measles CPE = protection of cells from measles virus. Measles virus-infected cells, CPE protection, absorbance. protection (pct of control), % at 4 µM. 140,000 tested, 1.5% active; in the data active = protection mostly above about 24%, no sharp cut-off; inactive = mostly below about 26%; note: some compounds called inactive have numbers as strong as hits
E-sel TNF inh = blocks E-selectin expression induced by TNF alpha | HUVEC TNFa-induced E-selectin immunofluorescence, high content | inhibition, % at 2 µM | 120,000 tested, 0.71% active | AID 1246;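 active = inhibition above the batch mean plus 3 SD, and confirmed as a hit on visual image review, cut at about 43% in these data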;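 note: 0% = TNF-stimulated DMSO wells and 100% = unstimulated control wells; not every result past the cut was called active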
HCT116 PTEN-null = PTEN-deleted cell growth suppression; HCT116 PTEN-null viability, CellTiter-Glo, 60 h; stronger effect = lower value; viability, % at 10 µM; 140,000 tested, 1.2% active;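 active = viability at or below a set limit, 4 SD under the median of all tested compounds, cut at about 3.7% in these data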;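 note: PTEN knockout HCT116 line with beta catenin targeted HCT116 as companion control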
GALR2 antag = antagonists of human galanin receptor 2 (GALR2) | 140,000 tested, 0.39% active | O43603 | inhibition, % at 4 µM | GALR2-expressing cells, antagonist mode; in the data active = inhibition above about 27%;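 note: cells stimulated with galanin 1-16 at roughly its EC80; 0% = agonist challenge control and 100% = basal control without agonist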
Target sequence (O43603 whole entry, looked up): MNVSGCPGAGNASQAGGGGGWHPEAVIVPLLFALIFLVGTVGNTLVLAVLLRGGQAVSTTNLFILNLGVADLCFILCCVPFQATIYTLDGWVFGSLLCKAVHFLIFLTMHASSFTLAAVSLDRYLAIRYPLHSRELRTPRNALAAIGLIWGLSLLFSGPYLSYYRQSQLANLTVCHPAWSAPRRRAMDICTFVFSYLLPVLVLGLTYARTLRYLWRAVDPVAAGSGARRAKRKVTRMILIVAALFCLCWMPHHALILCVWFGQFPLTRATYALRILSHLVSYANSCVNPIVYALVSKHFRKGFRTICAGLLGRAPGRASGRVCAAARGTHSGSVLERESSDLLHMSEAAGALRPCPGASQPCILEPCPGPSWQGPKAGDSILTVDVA
The depositor's hits bear a star; x = not tested or not shown.

structure	MRP1 act	NPY Y2 blocker	bCat KO growth	Phagocyt inh	BB579 growth dn	Yeast lifespan up	Measles CPE	E-sel TNF inh	HCT116 PTEN-null	GALR2 antag
COc1ccc(-c2nn(CC(=O)N(C)C)c(=O)c3ccccc23)cc1	-0.9	3	96	1	-45	-7	2	x	101	-7
CCOC(=O)c1ccc(Oc2nc(NC)nc(Nc3ccccc3)n2)cc1	0.2	2	115	0	-42	-17	20	-9	88	-10
O=C(NNc1ccccc1)C(=O)N1CCCCC1	-0.4	0	97	0	-6	0	28	x	103	13
CCOC(=O)c1ccc(OCc2nc(-c3cccs3)no2)cc1	-1.1	12	90	-2	-27	-4	12	16	86	5
CCN(CC(=O)Nc1ccc([N+](=O)[O-])cc1OC)CC(=O)NC(C)(C)C	-1.9	1	101	0	-28	5	15	x	101	2
CCOC(=O)c1c(NC(=O)C2=C(C)NC(=S)NC2c2ccc(F)cc2)sc(C)c1C (configuration not stated)	-2.0	2	70	-3	-32	1	2	-8	51	5
CCCc1cc(C(=O)N2CCN(S(=O)(=O)c3ccc(OC)c(OC)c3)CC2)cs1	-2.1	1	57	-1	-33	-11	3	-16	54	0
Cn1c(=O)[nH]c(=O)c2c1nc(N1CCCCC1)n2CCOc1ccccc1	-1.8	3	81	-1	-18	-1	5	-7	79	-12
CSc1ccccc1C(=O)NCc1ccc(S(N)(=O)=O)cc1	0.2	0	96	0	-13	-6	12	16	x	2
COc1ccc(C2=NOC(C(=O)NCc3ccccn3)C2)cc1OC (configuration not stated)	-2.6	-2	99	x	-3	-6	4	8	90	-16
Cc1[nH]c2ccccc2c1C(c1ccccn1)N1CCC(C(N)=O)CC1 (configuration not stated)	-2.5	-2	64	0	-15	-9	12	-9	69	-1
C=CCc1c(C)nc(C)nc1N/N=C/c1ccc(F)cc1	-1.0	4	95	0	-6	-4	20	14	89	-13
O=C(COc1ccccc1)NC1CCCc2ccccc21 (configuration not stated)	0.0	4	96	-3	-14	5	4	4	87	-1
O=c1c2c(-c3cccs3)csc2[nH]c(=S)n1-c1ccccc1	-3.8	3	106	4	-62	-19	4	-6	88	12
Cc1ccc2occ(C(c3nnnn3Cc3ccccc3)N3CCOCC3)c(=O)c2c1 (configuration not stated)	-4.7	-1	96	0	-42	26*	4	-8	97	-12
COc1ccc(C(=S)N2CCCCCC2)cc1	-2.1	-1	93	x	-21	x	13	-16	88	-9
CCCCOc1nc2ccccc2nc1C(C#N)S(=O)(=O)c1ccccc1 (configuration not stated)	-4.2	-2	88	-1	-50	4	8	1	92	-11
COc1ccc(N=CC2=C(O)c3ccccc3C2=O)c(OC)c1	-3.6	1	57	x	-7	-26	8	6	53	8
N#Cc1c2c(c(NCc3ccco3)n3c1nc1ccccc13)CCC2	-4.9	2	89	-1	-26	-12	3	x	92	-5
CCC(OCC(O)CN1CCN(CCN2C(=O)c3cccc4cccc(c34)C2=O)CC1)c1ccccc1 (configuration not stated)	-3.8	7	5.9*	x	6	6	12	x	9	-12
O=C(NCc1ccccn1)C1CCN(Cc2cccc(OCc3ccccc3)c2)CC1	-2.0	4	85	4	-25	8	3	-7	89	-8
O=C(COc1ccccc1)NNC(=O)c1cc2ccccc2o1	-2.5	1	87	-1	-4	-3	15	x	94	-9
COC(=O)c1cc(OC)c(OC)cc1NC(=S)N1CCN(c2ccccc2)CC1	-1.7	2	85	0	-7	-5	20	1	77	9
Cc1ccc(C(=O)COC(=O)CCc2nc3ccccc3[nH]c2=O)cc1C	-0.9	4	93	x	-40	-20	17	0	85	-1
O=C(O)c1cccc(Cn2cc(Cl)cn2)c1	0.2	1	99	0	-38	4	20	6	103	-4
Cc1cc2nc(C(F)(F)F)[nH]c(=O)n2n1	-0.9	3	91	-1	-40	-2	3	-23	96	11
CN1/C(=C/C=C(/C#N)C(N)=O)C(C)(C)c2ccccc21	-1.8	0	30	x	-53	-3	9	-35	29	-4
Cc1ccc2cc(C(c3nnnn3Cc3ccccc3)N3CCc4ccccc43)c(=O)[nH]c2c1 (configuration not stated)	-1.1	4	65	-2	-6	-8	3	x	54	0
Cc1ccc(NCC(=O)N/N=C\c2ccc([N+](=O)[O-])o2)cc1	-2.4	2	5.8*	x	-47	-8	7	-11	9	-7
C=CCNc1oc(-c2cccs2)nc1C#N	-0.3	3	92	-2	-14	-15	4	35	92	15
CC1=NN(/C(=N\c2nnc(C)s2)Nc2ccccc2)[C@H](c2cccc3ccccc23)S1	-0.9	5	59	x	-47	x	19	-27	67	-13
COC(=O)c1oc2ccc(Cl)cc2c1NC(C)=O	0.3	1	123	0	11	-23	28	-3	104	0
COc1ccc(-c2nnc(SCC(=O)c3cccs3)o2)c(OC)c1	-2.6	1	92	0	-28	-29	11	26	90	-11
CCOc1ccccc1NC(=O)Cn1nnc(C(=O)Nc2ccccc2Cl)c1N	-1.2	-1	103	-1	-60	4	5	x	107	-8
COc1ccc(CCNc2ccc(C)cc2)cc1	0.6	3	79	1	-16	-11	20	x	84	-19
Cc1cc2c(=O)[nH]c(Cc3ccccc3)nc2s1	-1.3	0	88	-5	-39	1	12	x	102	0
COc1ccc(-c2nc(C#N)c(NC(C)C)o2)cc1	4.4	2	95	x	-18	-25	5	x	89	1
CCOc1ccc(NC(=O)CCC(=O)N/N=C/c2ccc([N+](=O)[O-])s2)cc1	-4.4	-2	5.5*	-5	-1	-8	22	x	6	6
Cc1cccc(C)c1NC(=O)C(c1ccc(Cl)cc1Cl)N1CCCCC1 (configuration not stated)	-1.7	8	60	x	-34	10	4	5	60	-1
CCCCCCn1c(SCC(=O)Nc2cc(C)on2)nc2ccccc2c1=O	-2.0	2	32	0	-31	-5	3	8	83	-2
CCOc1cc(NS(=O)(=O)c2ccc(OC)cc2)c(OCC)cc1NC(=O)c1ccco1	1.3	-2	91	x	-31	x	19	9	97	-10
CCOc1cccc(-c2nnc3n2N=C(c2cc(OC)ccc2OC)CS3)c1	-3.3	16	18	x	-64	-9	4	x	18	9
C=CCc1cccc([C@@H]2[C@@H](C)CC[C@H]3C(=O)N4[C@@H](c5cc(OC)c(OC)c(OC)c5)c5[nH]c6ccccc6c5C[C@H]4C(=O)N23)c1	-2.2	-4	57	x	-11	-1	8	x	69	-24
CCOC(=O)C1CCCN(c2c(NCCN3CCCCC3C)c(=O)c2=O)C1 (configuration not stated)	0.7	0	91	0	5	-12	-1	x	92	10
CCCCOc1ccc(C(=O)N/C(=C/C=C/c2ccccc2)C(=O)NC)cc1	-0.1	5	94	x	-41	-1	25	-15	96	9
COC(=O)C1=C(C)N(Cc2ccco2)C(=O)N[C@@H]1c1cccc(C(F)(F)F)c1	-2.7	1	0.7*	x	-20	5	7	-8	0.7*	0
O=C(c1nc(-c2ccccc2)n(-c2ccccc2)n1)N1CCN(S(=O)(=O)c2ccccc2)CC1	-3.3	1	68	0	4	1	6	-10	63	-5
CCOC(=O)C(C)n1cnc2c(nnn2Cc2ccc(C)cc2)c1=O (configuration not stated)	-0.8	8	93	-1	-42	2	10	-18	106	7
COCCOC(=O)c1c(C)nc(SCC(=O)Nc2ccc(C)cc2)c(C#N)c1-c1ccco1	-2.6	1	95	-1	1	-17	7	1	89	9
CCOc1cc(Br)ccc1S(=O)(=O)NCc1ccccc1	-3.0	4	71	0	-14	-6	17	-33	71	-2
CCOc1ccc(-n2c(C)nc3cc(C(=O)NCc4ccc5c(c4)OCO5)ccc32)cc1	0.1	17	89	-4	-38	2	38	x	101	-5
CCc1nc(NCc2ccccc2)c(C#N)c2c1CCCC2	-1.6	7	86	-10	-24	2	11	x	83	12
Cc1cccc2c1CC(C)(C)N/C2=C\C(N)=O	-1.3	2	91	1	-49	7	5	x	97	7
Cc1ccc(-n2c(=O)c(C#N)cc3c(=O)n4ccccc4nc32)cc1C	0.0	1	99	0	-46	-9	9	-22	97	1
Cc1ccc(-c2ncccc2OC(=O)C23CC4CC(CC(C4)C2)C3)cc1	0.3	7	85	x	-19	-10	2	38	76	7
O=C(O)c1ccc(NS(=O)(=O)c2cc(Cl)ccc2Cl)cc1	-3.3	3	94	0	-1	1	13	-9	86	5
Cc1ccc(NC(=O)COC(=O)CNC(=O)c2ccc3ccccc3c2)c([N+](=O)[O-])c1	-0.6	6	94	-6	4	-6	8	x	92	2
Clc1cc(Cl)cc(C2=NCCC(c3ccccc3)O2)c1 (configuration not stated)	-2.1	6	81	x	-28	-8	27	23	80	-17
Cc1nn(C)c(C)c1S(=O)(=O)NC1CCCC1	-0.4	2	88	2	0	-11	5	-7	95	-17
Cc1cc(N2C(=O)CCC2=O)ccc1NC(=O)c1cccs1	1.3	2	97	0	3	-4	2	1	95	6

The list continues:
structure	MRP1 act	NPY Y2 blocker	bCat KO growth	Phagocyt inh	BB579 growth dn	Yeast lifespan up	Measles CPE	E-sel TNF inh	HCT116 PTEN-null	GALR2 antag
COc1cc(C(=S)N2CCOCC2)ccc1OS(=O)(=O)c1ccccc1[N+](=O)[O-]	-4.5	1	85	-10	-18	3	10	x	82	-4
CCCn1nnc(NC(=O)C(C)Oc2ccc(Cl)cc2Cl)n1 (configuration not stated)	-0.8	1	83	-1	-5	-19	47*	16	79	2
Cc1sc2ncn(CC(=O)OCC(=O)NC(C)(C)C)c(=O)c2c1C	0.5	2	97	0	-39	-5	3	-19	99	-20
CCCSc1nc(N2CCOCC2)c2c(c1C#N)CC(C)(C)SC2	0.3	6	79	-1	-66	-4	11	7	79	-5
CCOc1ccc(C(=O)COc2ccc(NC(C)=O)cc2)cc1	0.0	4	112	0	-18	-9	32	30	107	3
CCOC(=O)COc1ccc(Br)cc1/C=C\c1[nH]c(=O)[nH]c(=O)c1[N+](=O)[O-]	-2.6	0	82	-2	-42	4	4	x	96	-5
CC[C@@H]1C=C(C)C[C@H](C)C[C@H](OC)[C@H]2O[C@@](O)(C(=O)C(=O)N3CCCC[C@H]3C(=O)O[C@H](/C(C)=C/[C@@H]3CC[C@@H](O)[C@H](OC)C3)[C@H](C)[C@@H](O)CC1=O)[C@H](C)C[C@@H]2OC	-2.9	1	70	x	-2	12	28	x	68	101*
Cc1ccc(-c2nc(NCCN3CCOCC3)c3ccccc3n2)cc1	-2.6	4	12	0	-19	-3	6	-8	17	19
C=CCn1c(SCN2C(=O)c3ccccc3C2=O)nc2ccc(Cl)cc2c1=O	-2.4	2	92	x	-39	-5	27	x	94	16
N#Cc1c(-c2ccc(F)cc2)cc(-c2cccnc2)nc1N	0.1	0	67	-1	-32	1	15	x	67	4
COc1ccc(S(=O)(=O)N(C)c2ccc(C(N)=O)cc2)cc1	-0.7	-1	97	-1	-60	-3	3	-39	105	-1
Cc1cc(C(F)(F)F)n(-c2nc(C(=O)N/N=C/c3ccc(F)cc3)cs2)n1	-2.5	16	90	x	-9	-20	2	1	79	0

Screening data deposited in PubChem by several laboratories.

Hits appear at their usual frequency; overall some 6.4% were active at least once.
